CF NFkB inh – cystic fibrosis NF-kB activation inhibition | KKLEB NF-kB-GFP reporter, PAF-induced, GFP fluorescence overnight | inhibition, % at 5 µM | 360,000 tested, 0.86% active | AID 588850;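 active means at least 50% inhibition at 5 µM, scaled per plate between neutral and stimulator controls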;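 further: PAF is a Pseudomonas aeruginosa culture filtrate used as stimulus; plate controls were PAF-stimulated DMSO wells for no effect and unstimulated DMSO wells for full effect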
NCOA2 inhibitor – inhibits human steroid receptor coactivator 2. Q15596. HEK293 GAL4-SRC2 luciferase reporter, luminescence. inhibition, % at 9 µM. 370,000 tested, 0.17% active. AID 651957;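 active means inhibition above the mean inhibition of all tested compounds plus 3 SD, set per campaign, cut at about 52% in these data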;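 further: 0% = DMSO treated cells and 100% = cells given Gossypol at 36 µM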
Target sequence (Q15596 whole entry, looked up, the tested form may be a part): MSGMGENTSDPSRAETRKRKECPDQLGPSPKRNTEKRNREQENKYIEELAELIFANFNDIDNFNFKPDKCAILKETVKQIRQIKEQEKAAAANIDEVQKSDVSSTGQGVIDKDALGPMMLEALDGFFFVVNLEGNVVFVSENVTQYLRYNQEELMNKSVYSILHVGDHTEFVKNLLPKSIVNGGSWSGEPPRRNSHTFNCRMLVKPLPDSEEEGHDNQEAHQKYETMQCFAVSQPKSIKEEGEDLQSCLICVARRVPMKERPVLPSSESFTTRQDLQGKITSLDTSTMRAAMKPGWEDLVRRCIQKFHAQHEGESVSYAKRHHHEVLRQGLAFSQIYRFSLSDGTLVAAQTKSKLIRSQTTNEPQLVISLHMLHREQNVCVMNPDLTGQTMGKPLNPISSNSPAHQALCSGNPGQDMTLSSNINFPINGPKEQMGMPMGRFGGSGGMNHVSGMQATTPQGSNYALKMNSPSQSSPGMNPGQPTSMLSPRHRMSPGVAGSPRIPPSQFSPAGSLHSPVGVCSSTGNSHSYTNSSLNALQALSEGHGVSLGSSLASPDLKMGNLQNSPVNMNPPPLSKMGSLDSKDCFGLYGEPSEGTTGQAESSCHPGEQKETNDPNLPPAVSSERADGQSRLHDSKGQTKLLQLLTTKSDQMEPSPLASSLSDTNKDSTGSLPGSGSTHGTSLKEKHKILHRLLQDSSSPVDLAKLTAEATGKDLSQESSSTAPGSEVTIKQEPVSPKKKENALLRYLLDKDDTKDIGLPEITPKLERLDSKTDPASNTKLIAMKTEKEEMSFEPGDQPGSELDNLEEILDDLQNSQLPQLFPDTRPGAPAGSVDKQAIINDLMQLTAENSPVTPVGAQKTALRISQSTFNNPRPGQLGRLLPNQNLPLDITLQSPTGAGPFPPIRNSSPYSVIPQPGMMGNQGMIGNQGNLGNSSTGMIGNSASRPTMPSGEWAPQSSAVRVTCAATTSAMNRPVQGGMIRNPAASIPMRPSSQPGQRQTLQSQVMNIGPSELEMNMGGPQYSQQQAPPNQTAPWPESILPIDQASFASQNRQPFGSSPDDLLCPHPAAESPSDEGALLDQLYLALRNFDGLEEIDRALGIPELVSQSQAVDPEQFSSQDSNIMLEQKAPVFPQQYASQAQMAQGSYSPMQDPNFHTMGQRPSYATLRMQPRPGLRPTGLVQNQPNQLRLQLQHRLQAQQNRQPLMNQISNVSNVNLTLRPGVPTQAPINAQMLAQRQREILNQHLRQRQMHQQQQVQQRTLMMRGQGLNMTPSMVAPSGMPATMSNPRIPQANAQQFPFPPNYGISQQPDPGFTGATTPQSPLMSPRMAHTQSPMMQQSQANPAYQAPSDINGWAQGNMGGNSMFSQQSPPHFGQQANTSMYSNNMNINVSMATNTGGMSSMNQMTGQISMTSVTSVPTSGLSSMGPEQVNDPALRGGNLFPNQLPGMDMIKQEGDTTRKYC
TWEAK Fn14 block – inhibitors of TWEAK-Fn14 interaction signaling. 360,000 tested, 2% active. inhibition, % at 10 µM. TWEAK-stimulated Fn14 reporter cells, luciferase luminescence, 8 h; in the data active means inhibition above about 50%
NCOA1 inh – human NCOA1 inhibition; Q15788; HEK293 GAL4-SRC1 luciferase reporter, luminescence; inhibition, % at 3.6 µM; 360,000 tested, 0.12% active; AID 588354;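 active means inhibition above the campaign mean plus 3 SD, with each screening campaign given its own cutoff, cut at about 60% in these data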;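 further: 0% = DMSO treated cells and 100% = gossypol at 36 µM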
NR5A2 inv ag – NR5A2 inverse agonism in reporter assay; inhibition, % at 3.6 µM; AID 602396; O00482; 360,000 tested, 0.13% active; HEK293T StAR-luciferase reporter, LRH-1 transfected, 24 h;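 active means inhibition above the mean inhibition of all tested compounds plus 3 SD, cut at about 73% in these data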;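 further: 0% = DMSO wells and 100% = reporter-only cells lacking LRH-1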
NCOA3 inh – inhibits human SRC3 coactivator | Q9Y6Q9 | HEK293 GAL4-SRC3 luciferase reporter, luminescence | inhibition, % at 3.6 µM | 360,000 tested, 0.17% active;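 active means inhibition above a per-campaign cutoff, the mean of all compounds plus 3 SD, cut at about 60% in these data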;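 further: 0% = DMSO-treated cells and 100% = gossypol-treated cells at 36 µM; higher means less SRC3-driven luciferase light from the GAL4 reporter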
TRAIL sens C8 – caspase-8 TRAIL sensitization; NB7+C8 cells + TRAIL, ATPlite viability luminescence; inhibition (viability loss, TRAIL sensitization), % at 10 µM; 360,000 tested, 1% active; AID 624354;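 active means compounds causing at least 50% loss of cell viability in the single-dose screen, relative to plate controls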
KKLEB tox – CF airway cell cytotoxicity counter-screen; KKLEB CF airway cells viability, ATPlite luminescence, overnight; hits give low values; cells stimulated with P. aeruginosa culture filtrate; 360,000 tested, 0.36% active; activity change (cytotoxicity), % at 5 µM;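 active means corrected activity change at or below -50% at 5 µM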
TROY NFkB inh – inhibitors of TROY-dependent NF-kB signaling | Q293 LMP1-TROYcd NF-kB luciferase reporter, 4 h | inhibition, % at 10 µM | 360,000 tested, 0.98% active;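 active means compounds whose plate-normalised and pattern-corrected inhibition of the luciferase reporter signal at the single screening dose is 50% or more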
EBV LMP1 NFkB – Epstein-Barr LMP1 NF-kappaB reporter inhibition; LMP1-induced NF-kappaB luciferase reporter cells, luminescence; inhibition, % at 12.5 µM; 350,000 tested, 0.69% active; AID 504558; in the data active means inhibition above about 41%;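 further: 0% = neutral control wells and 100% = reference inhibitor control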
NR2F2 inh – NR2F2 (human) inhibition, primary screen. HEK293T NGFI-A luciferase reporter, luminescence. 370,000 tested, 0.7% active. inhibition, % at 8.6 µM. P24468. AID 686940;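 active means inhibition above a per-plate cutoff, mean inhibition of test wells between control levels plus 3 SD, cut at about 38% in these data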;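 further: cells cotransfected with COUP-TFII expression vector driving the NGFI-A reporter; 0% = median of COUP-TF2 test wells and 100% = reporter-only cells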
The depositor's hits bear a star; nt = no result given. Outcome played no part in choosing rows. About 4.2% of those tested had a hit in this group.

Results follow in this order: CF NFkB inh, NCOA2 inhibitor, TWEAK Fn14 block, NCOA1 inh, NR5A2 inv ag, NCOA3 inh, TRAIL sens C8, KKLEB tox, TROY NFkB inh, EBV LMP1 NFkB, NR2F2 inh
OCc1cccc[n+]1Cc1ccccc1
→ 1, 15, -1, 13, -3, 15, 3, 10, 60*, 3, 3
O=C1CCN(Cc2ccccc2)CCN1CCO
→ 3, 12, 0, -1, 8, -3, 0, -4, 4, 2, 3
O=C(NCC1CCN(C(=O)c2ccc([N+](=O)[O-])cc2)CC1)c1ccc([N+](=O)[O-])cc1
→ 5, 10, -1, -2, 7, 7, -8, -3, 10, -4, 15
O=C(Cn1cnc2ccccc21)Nc1ccc(SC(F)F)cc1
→ 8, 23, 38, -6, 34, 20, 38, -9, -17, 2, 70*
COc1ccc(C(=O)c2coc3ccc(OC(C)=O)cc23)cc1
→ 10, -15, 57*, -43, -95, -65, 6, 3, -4, 1, -31
Nc1[nH]c(C(=O)c2ccccc2)c(-c2ccc([N+](=O)[O-])cc2)c1C(=O)NCCc1c[nH]c2ccccc12
→ nt, 18, 21, nt, -1, nt, -8, nt, 17, nt, 9
COc1ccc(CC2(CO)CCN(Cc3cnn(C)c3)CC2)cc1
→ -25, -3, -17, 9, -9, 8, -3, 0, -24, 8, -20
CCOC(=O)COc1nc(-c2ccccc2)cc(-c2ccco2)c1C#N
→ -3, -1, -3, -5, -12, 4, 16, -2, 6, 12, -5
O=C(CCN=C1NS(=O)(=O)c2ccccc21)OCc1ccccc1
→ 7, 26, 27, -12, -8, 7, 8, 5, -1, 5, 16
Cc1c(C#N)c2ccccc2n1C
→ 8, -7, 3, -6, -7, 9, -5, -4, 18, 4, -8
COc1cc(C(=S)N2CCOCC2)ccc1OS(=O)(=O)c1ccc(NC(C)=O)cc1
→ 7, 26, 8, 15, 11, 30, 27, 2, 19, 9, 34
COc1ccc(NS(=O)(=O)c2cccc(C(=O)N3CCN(Cc4cc(OC)ccc4OC)CC3)c2)cc1
→ -14, -15, 0, -52, 16, 24, 1, 22, 13, 2, 11
O=C(c1ccc([N+](=O)[O-])cc1)N1CCSC1c1ccccc1 (centres undefined)
→ -13, -4, 8, 1, 9, -2, -11, 6, -7, 4, 11
COc1ccc(C(=O)COC(=O)CCN=C2NS(=O)(=O)c3ccccc32)c(OC)c1
→ -9, 9, -6, 17, 8, -3, -1, 4, -3, 0, 3
CCSCCOC(=O)C1=C(C)NC(=O)NC1c1ccc2c(c1)OCO2 (centres undefined)
→ -32, 3, 11, 2, -1, 14, 9, 12, -27, 1, -10
COc1cccc(NC(=O)Cc2csc(NC(=O)Nc3ccccc3OC)n2)c1
→ -67, 11, 13, -11, -6, 4, 27, 10, 20, -2, -20
COc1ccc(NC(=O)c2nc[nH]c2C(=O)NCC(=O)OC(C)(C)C)cc1
→ 4, -30, -17, -6, 10, -9, -18, -22, 8, 5, 5
Cc1noc(C)c1C(=O)N1CCN(S(=O)(=O)c2cccs2)CC1
→ 8, -8, -5, -10, -9, -10, -5, 4, 8, 3, -21
Oc1cc(Br)ccc1C=Nc1ccc(N2CCCCC2)cc1
→ 5, -16, 28, -7, 4, -6, -5, 6, 41, 0, 10
CCOc1cc(C=O)ccc1OCC(=O)N1CCCC1
→ -9, -2, -5, 5, 5, 17, -6, 14, 2, 6, -4
Cc1ccc(S(=O)(=O)N2[C@@H](c3ccccc3F)C(C(=O)O)=CC[C@H]2c2cccc(C)c2)cc1
→ 19, 1, 10, 3, 3, 9, -7, 7, 12, -2, -6
CCN1C(=O)[C@H]2[C@@H](c3ccc(C)cc3)N3C(=O)N(c4ccc(C)cc4)C(=O)[C@@]3(C)[C@H]2C1=O
→ -12, -45, 2, -11, -13, -10, -18, -10, -10, -2, 5
CCOc1ccc(OCC(=O)N2CCC3(CC2)CC(=O)c2ccccc2O3)cc1
→ -2, 12, 1, 2, 6, 2, -4, 15, 14, 4, 8
CN(Cc1c(C(=O)N/N=C/c2cccc(F)c2)nnn1-c1nonc1N)C1CCCCC1
→ 29, -21, -66, 26, -15, 40, 0, -6, -9, 5, 13
Cc1ccc(N2CCN(S(=O)(=O)N3CCCCCC3)CC2)cc1Cl
→ -12, 7, -10, -15, 10, -4, 0, -6, 4, -11, -10
COc1ccc(C2=CC3=C(Br)C(=O)C(C)(OC(=O)c4cccs4)C(=O)C3=CO2)cc1 (centres undefined)
→ -23, -3, -13, -19, -24, -12, -16, 24, -17, -1, -4
COc1ccc(/C=C/C(=O)Nc2cccc(S(=O)(=O)N3CCOCC3)c2)cc1OC
→ -2, -26, -9, -6, 13, -6, 17, -20, -5, 2, -4
O=C(Cc1ccccc1)NCCSCc1ccccc1
→ -15, -29, -19, -15, -16, -24, -9, -1, -40, -12, -9
CCc1nnc(NC(=O)CSc2nnc(C3CCCCC3)n2-c2cccc(Cl)c2)s1
→ -5, -3, -20, 2, -2, -12, -3, 0, 10, -34, 2
CCN(CC(=O)N1CCC(C(N)=O)CC1)S(=O)(=O)c1cc(Cl)ccc1Cl
→ -5, 4, 6, -7, 3, -16, -17, -7, 12, -4, 13
CCOC(=O)C1(CC)NC(c2ccc(OC)c(OC)c2)C2C(=O)N(c3cccc(C(C)=O)c3)C(=O)C21 (centres undefined)
→ -1, 19, 6, -31, -4, -2, -15, -15, 16, 7, -15
CCOC(=O)N1CCN(CC(=O)Nc2c(C(=O)OC)[nH]c3ccccc23)CC1
→ 3, -25, 9, 12, 11, 22, -6, 4, -4, -1, 15
CC(NC(=O)Cn1cnc([N+](=O)[O-])n1)c1ccccc1 (centres undefined)
→ 2, 2, -2, -9, -11, 4, 0, 2, -2, 1, 13
COCCSc1ccccc1C(=O)Nc1ccc(Br)cc1
→ 3, -27, -12, -18, -6, 4, 2, 3, 3, 7, -3
C=CCOc1ccc(C(=O)NC2CCCCC2)cc1
→ -6, -40, -30, -89, -68, -48, 24, 0, -26, -7, -45
CC(C)c1ccc(NC(=O)[C@H](Cc2c[nH]c3ccccc23)NC(=O)[C@@H]2Cc3ccccc3CN2)cc1
→ 18, 31, 9, -9, -6, -5, 23, -1, 25, -8, -57
CCOc1cc2c(cc1OC)C(NC(=O)c1ccco1)CC2=O (centres undefined)
→ -7, -16, 8, -24, 10, 2, -29, 9, -7, -6, 8
COc1cccc(C(=O)N2CCC[C@@H]2C(=O)N2CCC[C@H]2C(=O)NCc2ccncc2)c1
→ nt, 4, 6, nt, -29, nt, -4, nt, 3, nt, -12
COCCCN(C)C1CCN(C(=O)Nc2ccc(F)cc2)CC1
→ 8, 17, -9, -7, -3, -6, -1, 1, -9, -4, 8
CCc1sc(C(=O)N2CCN(CC(=O)Nc3cccc(F)c3)CC2)cc1C
→ 14, -46, -51, -79, -79, -23, 13, -22, -25, -15, -4
O=S(=O)(Nc1ccc(-n2cccc2)cc1)c1ccc(Cl)cc1Cl
→ -4, -6, 0, -10, -1, 6, -5, 2, 5, 7, 10
CN(CC(=O)Nc1ccc(F)cc1)C(=O)COC(=O)CNC(=O)c1ccc(Cl)cc1Cl
→ 9, -3, 1, -8, 8, 9, -10, 8, -17, -14, -11
CCc1nc(SCC(=O)N2CCCCCC2)c2c(=O)n(C)c(=O)n(C)c2n1
→ 8, -24, 1, -14, -5, -5, 7, -8, -24, -2, 9
Cn1c(Cl)c(/C=N/OC(=O)C(C)(C)C)c2ccccc21
→ 12, -1, -8, -29, -7, -10, -5, -5, -2, 0, 10
NC(=O)C1CCN(C(=O)CCSc2ccc(Cl)cc2)CC1
→ -4, -12, 0, -25, -11, 6, 1, 6, -17, 0, -20
O=C(O)Cn1c(O)c(C2=c3ccccc3=NC2=O)sc1=O
→ -1, 2, 12, 12, -7, 2, -29, 3, -9, nt, 5
CCOc1ccc(CCNC(=O)C2CC(=O)N(c3ccc4c(c3)OCCO4)C2)cc1OCC (centres undefined)
→ -6, -5, -2, -11, 10, -6, 2, -6, 0, -32, -2
Cc1c(NC(=O)c2nn3c(C(F)(F)F)cc(-c4ccccc4)nc3c2Cl)c(=O)n(-c2ccccc2)n1C
→ 1, -9, 20, 12, -9, -9, -8, -10, 7, -2, -2
O=C(O)C(Oc1ccc2cc(-c3ccc(Cl)cc3)c(=O)oc2c1)c1ccccc1 (centres undefined)
→ -2, 0, -9, 0, 0, 13, -14, 16, -13, -7, 2
COc1ccc(CNC(=O)CCS(=O)(=O)c2cccc3nonc23)cc1
→ 7, 2, 4, 10, 7, -2, -20, -8, 8, -4, 1
COc1cc(C(C)=O)ccc1OC(C)C(=O)Nc1ccc(S(=O)(=O)N2CCCC2)cc1 (centres undefined)
→ 2, -24, -18, -9, -12, 13, -25, 3, -11, 11, 12
OCCCNCc1ccc(N(c2ccccc2)c2ccccc2)cc1
→ 18, 1, 17, 0, 7, 0, -3, -5, 14, 0, 8
CCS(=O)(=O)c1nc(S(=O)(=O)c2ccc(Cl)cc2)c(N2CCCC2)s1
→ 6, -6, 5, -8, 1, 6, 6, 11, 0, -9, 7
O=C(Nc1cc(Cl)ccc1N1CCOCC1)c1cnccn1
→ 12, 25, -11, -11, -1, 26, -1, -12, 12, -4, -8
COc1ccc2[nH]c3c(c2c1)CCN1C(=O)C(CC(=O)NCCCn2ccnc2)C[C@H](C(=O)N2CCCCC2)[C@@]31C (some centres undefined)
→ -17, -16, -24, -1, 9, 2, 5, -2, 2, 0, -12
CC1(C)CC2CC(C)(CN2C(=O)C23CCC(C)(C(=O)O2)C3(C)C)C1 (centres undefined)
→ -4, 5, 0, -9, 4, 16, -6, 8, -10, 3, 2
COc1ccc(N2CCN(C(=O)C3(C)CC3(Cl)Cl)CC2)cc1 (centres undefined)
→ -4, -22, 2, 2, -25, 8, -2, 7, 18, -2, -13
CC(C)CCN1C(=O)CC(NNC(=O)c2ccc(S(=O)(=O)N3CCCC3)cc2)C1=O (centres undefined)
→ -4, -2, 11, 3, -2, 9, 2, 9, 10, -5, 22
CCOc1ccc(NC(=O)c2ccco2)cc1S(=O)(=O)N1CCCC1
→ 3, -6, 4, 8, -5, 6, -2, -2, -20, 1, 24
CN(C(=O)CC1C(=O)NCCN1Cc1cccc(F)c1F)C1CCOCC1 (centres undefined)
→ -15, -1, 12, -15, 1, 0, 3, -20, -8, 0, -2

(further entries)
Results follow in this order: CF NFkB inh, NCOA2 inhibitor, TWEAK Fn14 block, NCOA1 inh, NR5A2 inv ag, NCOA3 inh, TRAIL sens C8, KKLEB tox, TROY NFkB inh, EBV LMP1 NFkB, NR2F2 inh
CCCCC(CC)C1OCC(CN2CCCCC2)O1 (centres undefined)
→ 6, 2, 5, -2, -9, -8, -30, 5, 2, -4, 5
CCOc1ccc(C(=O)NCC(=O)N2CCC3CCCCC3C2)cc1OCC (centres undefined)
→ 4, -13, 15, 0, 0, -3, -3, 4, 5, 8, 0
CCOC(=O)c1c(NC(=O)Cc2cccs2)sc(C(=O)N2CCCCC2)c1C
→ 26, -7, -4, -32, -5, 17, 4, -17, 7, -2, -2
O=C(CCN1CCOCC1)NC1CCCN(Cc2ccccc2F)C1 (centres undefined)
→ -30, 21, 8, -3, 0, -1, 5, -9, -12, -3, 4
Cc1ccc(C(=O)NC(C(=O)NC2CCCC2)c2ccccc2)cc1 (centres undefined)
→ -13, -1, 12, -5, 4, 1, -9, 14, 16, 0, 5
CN(C)CCCN(C(=O)CCS(=O)(=O)c1ccccc1)c1nc2cc3c(cc2s1)OCO3
→ 96*, 27, 69*, -10, 6, 11, 35, -11, 56*, 22, 18

Assay outcomes as filed in PubChem.
